Bioassay records from PubChem BioAssay.
UBC9 SUMO inh: inhibitors of human SUMOylation (UBC9); HTRF SUMOylation assay, SAE1/SAE2 + UBC9, in vitro; inhibition, % at 35 µM; actives 0.36% (n = 290,000); P63279; AID 2006; in the data active = inhibition above about 50%, passing the limit was not always enough; also: strong numbers were not always called active
Target sequence (P63279 whole entry, looked up): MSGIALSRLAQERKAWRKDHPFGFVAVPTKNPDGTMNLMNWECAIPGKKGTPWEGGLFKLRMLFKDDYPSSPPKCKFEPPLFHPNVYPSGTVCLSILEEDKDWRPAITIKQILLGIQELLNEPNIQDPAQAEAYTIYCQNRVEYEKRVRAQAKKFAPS
IDE cell inh: cellular human IDE inhibition; P14735; HEK cells, FAbetaB cleavage, fluorescence polarization; inhibition, % at 5.59 µM; actives 0.41% (n = 320,000); AID 434962;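 active = percent inhibition above the average of all tested compounds plus 3 SD, set per screening campaign, cut at about 16% in these data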;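 also: IDE supplied by intact live HEK cells; FP after avidin binding of uncleaved biotin substrate so inhibition keeps polarization high; 0% = DMSO wells and 100% = 60 µM reference IDE inhibitor Ii1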
MEKK2 WT-MEK5: raises or lowers MEK5 binding to wildtype human MEKK2 PB1 domain; Q9Y2U5; bead flow cytometry, Alexa488-MEK5 binding to MEKK2 WT; actives lie on both sides; binding response (% of control), % at 10 µM; actives 1.1% (n = 290,000); AID 1531; in the data active = binding response below about 67% or above about 130%
NALP1 inh: blocks the NALP1 inflammasome reconstituted in yeast | S. cerevisiae NALP1/ASC/caspase-1 growth, X-gal OD620, 72 h | inhibition, % at 10 µM | actives 0.61% (n = 280,000) | AID 2071; in the data active = inhibition mostly above about 24%, no sharp cut-off; inactive = mostly below about 32%; also: some compounds called inactive have numbers as strong as hits
MEKK3 PB1 HTS: modulators (inhibitors or enhancers) of MEK5 binding to human MEKK3 PB1 domain | Q99759 | bead-based flow cytometry, Alexa488-MEK5 binding to MEKK3; actives lie on both sides; 0 = blocked by unlabeled MEK5, 100 = vehicle | binding response (% of control), % at 10 µM | actives 1.4% (n = 290,000) | AID 1529;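 active = binding response more than 3 SD above or below the average of its plate-row segment, actives on both sides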;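 also: Alexa488 bead fluorescence after subtracting the streptavidin-only scavenger bead signal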
Target sequence (Q99759 whole entry, looked up, the tested form may be a part): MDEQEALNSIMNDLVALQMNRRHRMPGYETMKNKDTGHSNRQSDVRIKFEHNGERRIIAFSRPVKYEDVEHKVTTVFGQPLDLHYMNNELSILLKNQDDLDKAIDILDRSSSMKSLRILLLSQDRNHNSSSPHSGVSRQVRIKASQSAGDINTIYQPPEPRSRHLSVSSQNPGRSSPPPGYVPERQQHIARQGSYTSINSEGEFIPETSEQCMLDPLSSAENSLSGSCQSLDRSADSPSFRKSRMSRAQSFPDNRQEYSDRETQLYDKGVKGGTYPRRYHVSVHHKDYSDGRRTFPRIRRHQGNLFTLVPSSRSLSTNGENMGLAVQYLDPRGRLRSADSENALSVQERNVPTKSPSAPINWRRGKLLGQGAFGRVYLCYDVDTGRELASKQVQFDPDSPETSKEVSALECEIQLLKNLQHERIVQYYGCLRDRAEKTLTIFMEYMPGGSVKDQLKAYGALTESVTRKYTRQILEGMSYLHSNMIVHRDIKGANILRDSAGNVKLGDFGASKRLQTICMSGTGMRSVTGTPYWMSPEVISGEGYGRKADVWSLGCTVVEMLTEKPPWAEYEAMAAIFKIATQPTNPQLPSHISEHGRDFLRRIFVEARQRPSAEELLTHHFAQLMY
pCIP destab: p/CIP protein destabilization. decrease of EGFP signal, % at 10 µM. actives 0.01% (n = 290,000). F442A p/CIP-EGFP cells, EGFP fluorescence, 16 h;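 active = EGFP signal decrease of at least 30% at 10 µM or well 3 SD below plate mean, unless failing retest; inactive = the rest, including hits failing retest or dose response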; also: some compounds called inactive have numbers as strong as hits; many of its hits are not listed in these tables
IDE act: boosts human insulin-degrading enzyme activity in HEK cells; P14735; FAbeta-B cleavage, fluorescence polarization; 0% vehicle, 100% cell-free pure enzyme wells; activation, % at 5.96 µM; actives 0.073% (n = 340,000);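 active = activation above the mean of all tested compounds plus 3 SD, set per screening campaign, cut at about 17% in these data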
M18AAP inhibitor: blocks P. falciparum M18 aspartyl aminopeptidase | inhibition, % at 7.35 µM | actives 1.2% (n = 290,000) | recombinant PfM18AAP, H-Glu-NHMec fluorogenic cleavage;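 active = inhibition above the campaign mean inhibition over all tested compounds plus 3 SD, cut at about 28% in these data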;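 also: 0% = plate median of test compound wells and 100% = 2 mM ZnCl2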
MEKK2mut PB1 HTS: signal of MEK5 binding to mutant human MEKK2 PB1 domain; bead flow cytometry, Alexa488-MEK5 binding to MEKK2 mutant; percent response, % at 10 µM; actives 0.35% (n = 290,000); AID 1530; in the data active = percent response above about 24%, passing the limit was not always enough; also: inactives centre near 1; some results filed as inactive read as strong as hits; reference of the scale not given here
* = called active by the depositor; . = not tested or not shown. Some of the compounds tested; count on the stated rates, not on these rows.

M18AAP inhibitor	IDE cell inh	MEKK2mut PB1 HTS	IDE act	NALP1 inh	MEKK2 WT-MEK5	MEKK3 PB1 HTS	UBC9 SUMO inh	pCIP destab	SMILES
-1	-3	9	3	11	120	108	16	-18	CCCCNC(=S)N(CCCN(C)C)Cc1cc2cc3c(cc2[nH]c1=O)OCO3
-10	3	0	-1	28	98	97	12	-4	CCCCP(=O)(CCCC)CCP(=O)(c1ccccc1)c1ccccc1
.	4	1	7	-2	107	110	8	-7	O=C(COC(=O)CCc1nc2ccccc2s1)Nc1ccc(S(=O)(=O)N2CCOCC2)cc1
2	0	10	2	24	109	104	-11	-15	Cc1ccc2oc(=O)c3cnn(CC(=O)Nc4ccccc4N4CCN(C)CC4)c3c2c1
2	2	8	0	13	109	107	3	9	CCOc1ccc(NC(=O)c2c(OC)cccc2OC)cc1
3	9	2	-1	1	99	102	-10	-6	COc1cccc(CN(C)C(=O)CNC(=O)c2ccc(-c3ccccc3)cc2)c1OC
-7	-1	-2	.	6	93	96	1	2	Cc1ccc(NC(=O)Nc2ccccc2CC[N+](=O)[O-])cc1
-20	2	3	2	15	102	104	11	-1	Cc1ccc(CC(=O)Nc2nncs2)cc1
-1	5	1	-8	16	97	97	4	-9	O=C(COc1cc2oc(=O)c3c(c2cc1Cl)CCC3)NCc1ccncc1
-13	-2	12	1	-23	102	101	5	-4	O=S(=O)(Cc1nc2ccccc2s1)c1ccccc1
7	-4	-2	3	-3	91	90	-5	7	CCOc1cc(N2CCOCC2)c(OCC)cc1NS(=O)(=O)c1ccc(Cl)s1
-24	5	-4	-1	-7	97	97	14	1	CCOC(=O)c1ccc(NC(=O)CC2SC3=NCCN3C2=O)cc1 (stereo not given)
-12	-3	3	4	25	104	104	13	-5	CN(C)CCCNC(=O)c1cc(C(=O)c2ccccc2)c[nH]1
0	.	3	0	-8	103	106	6	1	Cc1ccccc1CC1(CO)CCCN(C(=O)Cc2c(F)ccc(F)c2F)C1 (stereo not given)
6	1	3	7	13	105	106	-2	5	C=CCn1c(NCc2c[nH]c3ccccc23)nc2ccccc21
4	0	4	6	-1	100	104	6	-5	CCOC(=O)C1=C(c2ccccc2)NC(=S)NC1c1ccc(Cl)cc1 (stereo not given)
0	2	6	-2	13	97	105	-16	2	CCOC(=O)C1=C(CN2CCc3ccccc32)NC(=O)NC1c1ccc(Cl)cc1 (stereo not given)
-4	.	1	-3	12	105	108	-5	6	CCN(CC(=O)N1CCOCC1)S(=O)(=O)c1ccc2ccccc2c1
10	4	-4	1	3	87	99	11	-2	COc1ccc(C2=NN(CN3C(=O)C(=O)c4ccccc43)C(c3ccc(C)cc3)C2)cc1 (stereo not given)
10	-1	-1	1	18	97	100	14	-7	O=C(NCc1ccco1)c1cc2sccc2n1Cc1ccc(F)cc1
1	0	-8	3	28	101	99	-18	4	CCCCC1C2=C(CC(C)(C)CC2=O)OC2=C1C(=O)CC(C)(C)C2
-13	0	14	-7	11	104	98	0	5	Cc1ccnc(NC(=O)CCC(=O)N(CC(=O)NC(C)(C)C)C2CCCC2)c1
-8	.	-2	0	-14	100	101	-8	-3	CCn1cc(CCCC(=O)NCc2ccccc2OC)c2ccccc21
-4	0	2	5	8	107	105	-43	14	CCN(CC)S(=O)(=O)c1ccc2oc(C(=O)NCC3COc4ccccc4O3)c(C)c2c1 (stereo not given)
-7	2	1	2	19	107	107	7	-5	COc1cccc(/C=C(\C#N)c2nc3ccc(C)cc3[nH]2)c1OCC(=O)O
-4	2	9	-2	1	102	103	2	0	O=C(c1ccccc1)N(Cc1ccc2c(c1)OCO2)Cc1nc2ccccc2c(=O)[nH]1
5	5	5	7	24	104	98	12	-4	COc1ccc(C(=O)C(c2ccccc2)N2CCOCC2)cc1 (stereo not given)
-2	3	-2	5	10	98	101	6	-8	O=C(N/N=C/c1ccccn1)c1ccc(S(=O)(=O)N2CCCCCC2)cc1
18	1	5	0	20	105	106	-28	4	O=C1c2ccccc2C(Nc2ccc3c(c2)OCO3)N1Cc1ccco1 (stereo not given)
-13	-2	13	4	-3	69	62	1	-24	O=c1oc(-c2ccccc2)nc2c1C1(CCCCC1)Cc1ccccc1-2

Pulled by compound from the list above (two):
M18AAP inhibitor	IDE cell inh	MEKK2mut PB1 HTS	IDE act	NALP1 inh	MEKK2 WT-MEK5	MEKK3 PB1 HTS	UBC9 SUMO inh	pCIP destab	SMILES
4	0	4	6	-1	100	104	6	-5	CCOC(=O)C1=C(c2ccccc2)NC(=S)NC1c1ccc(Cl)cc1 (stereo not given)
-2	3	-2	5	10	98	101	6	-8	O=C(N/N=C/c1ccccn1)c1ccc(S(=O)(=O)N2CCCCCC2)cc1

Other structures:
M18AAP inhibitor	IDE cell inh	MEKK2mut PB1 HTS	IDE act	NALP1 inh	MEKK2 WT-MEK5	MEKK3 PB1 HTS	UBC9 SUMO inh	pCIP destab	SMILES
-4	0	3	5	2	104	104	17	1	CCC(CC)C(=O)Nc1c2c(nn1-c1ccc(C)cc1)CS(=O)(=O)C2
7	4	11	6	-2	109	101	13	-7	CC(=O)c1cc(CN2CCN(Cc3ccc(C)cc3)C(CCO)C2)cs1 (stereo not given)
-12	1	1	1	-3	99	106	0	-1	CCOC(=O)C(C)Sc1ncnc2nc[nH]c12 (stereo not given)
-3	-2	-1	-3	35	107	106	0	-12	Cc1cc(C)c(/C=N/n2c(C)cc(C)c(C#N)c2=O)c(C)c1
-8	-8	-6	4	7	88	89	16	-16	O=C(NNC(=O)C1CCN(S(=O)(=O)c2cccc(C(F)(F)F)c2)CC1)C1CC1
-13	-2	5	-1	-6	104	102	14	-4	O=C(Nc1ccc(C(=O)O)cc1)/C(=C\c1ccccc1)NC(=O)c1ccccc1
-8	-1	2	3	8	95	94	-5	2	Cc1ccc(C)n1-c1ccc(C(=O)NN)cc1
-3	2	-1	3	8	102	99	3	2	CCN(CC(=O)Nc1c(F)cccc1F)C(=O)c1ccc(C(F)(F)F)cc1
3	-4	-2	-3	.	99	101	-1	5	Fc1ccc(-c2nnc(CSc3nnc4ccccn34)o2)cc1
13	2	4	2	3	101	100	6	-16	N#Cc1nc(-c2ccco2)oc1NCCc1ccccc1
-3	-5	-4	3	20	97	96	9	-20	O=C(NCc1ccccn1)c1cc(-n2cnnc2)ccc1Cl
-7	4	-8	2	5	90	83	13	5	CC(=O)c1sc(NC(=O)c2cc(=O)c3ccccc3o2)nc1C
5	6	4	3	32	103	105	-10	8	CCn1c(CNC(=O)COc2ccc(C(C)C)cc2)nnc1SCC(=O)Nc1ccccc1F
-15	1	-3	-5	36*	98	99	-26	-40	Cc1ccc(S(=O)(=O)c2ncccc2[N+](=O)[O-])cc1
-2	0	-2	2	1	100	99	0	-23	O=C(CN(C(=O)c1csnn1)c1cccc2ccccc12)NCc1ccc(F)cc1
-6	7	3	2	2	104	108	-10	2	CC1Cc2ccccc2N1C(=O)CSc1ccccc1 (stereo not given)
2	8	1	2	-15	98	100	7	-20	CC(=O)c1cccc(S(=O)(=O)NCCC(=O)Nc2ccc(S(N)(=O)=O)cc2)c1
-17	0	-15	5	38*	92	85	32	-6	Cc1cc(NS(=O)(=O)c2ccc(NC(=O)/C=C/c3ccco3)cc2)nc(C)n1
-1	1	4	-2	15	110	111	4	-8	CC(C)CSc1nnc2c3ccccc3n(C)c2n1
4	4	-8	0	6	93	92	5	-18	COC(=O)C1=C(CSc2nccn2C)NC(=O)NC1c1cc(C)ccc1C (stereo not given)
4	1	1	8	16	92	91	-27	6	CCCCC[C@H](O)/C=C/[C@@H]1[C@@H](C/C=C\CCCC(=O)O)[C@H]2CO[C@@H]1C2
10	0	11	-1	-1	110	109	8	-2	CNC(=O)CC1C(=O)N(c2ccc(F)cc2)C(=S)N1NC(=O)c1ccc(Br)cc1 (stereo not given)
1	-2	15	.	16	111	97	5	-8	COc1ccc(OC)c(NC(=O)c2ccc3nc(-c4ccccc4)c(-c4ccccc4)nc3c2)c1
-12	-3	6	4	-12	100	104	5	-8	CCOC(=O)C1CCN(C(=O)CN(Cc2ccccc2)S(C)(=O)=O)CC1
5	-3	1	3	-11	98	95	1	5	CCOC(=O)N1CCN(C(=O)COC(=O)Cc2ccc(OC)cc2)CC1
-5	-6	1	1	11	98	99	17	-7	COc1ccccc1NC(=O)C1CCCN1S(=O)(=O)c1cccc2nsnc12 (stereo not given)
-6	5	0	-1	44*	99	99	7	8	CCOC(=O)c1cccc(NS(=O)(=O)Cc2ccccc2)c1
.	6	1	-1	12	99	103	-16	-2	Cc1nn(Cc2ccccc2)c2c1C(c1ccncc1)C(C#N)=C(N)O2 (stereo not given)
2	-3	-1	0	13	104	101	.	-8	O=C(CN1C(=O)c2cccnc2Oc2ccc(Cl)cc21)N1CCCCCC1
-13	-6	1	6	2	102	105	4	6	CCOC(=O)N1CCN(C(=O)C(NC(=O)C2CCC(C)CC2)C(C)C)CC1 (stereo not given)
2	3	21	1	17	108	105	13	-11	CSc1ccc(/C=C(/NC(=O)c2ccc(C)cc2)C(=O)Nc2cccc(F)c2)cc1

Molecules listed so far that contain fluorine:
M18AAP inhibitor	IDE cell inh	MEKK2mut PB1 HTS	IDE act	NALP1 inh	MEKK2 WT-MEK5	MEKK3 PB1 HTS	UBC9 SUMO inh	pCIP destab	SMILES
0	.	3	0	-8	103	106	6	1	Cc1ccccc1CC1(CO)CCCN(C(=O)Cc2c(F)ccc(F)c2F)C1 (stereo not given)
10	-1	-1	1	18	97	100	14	-7	O=C(NCc1ccco1)c1cc2sccc2n1Cc1ccc(F)cc1
-8	-8	-6	4	7	88	89	16	-16	O=C(NNC(=O)C1CCN(S(=O)(=O)c2cccc(C(F)(F)F)c2)CC1)C1CC1
-3	2	-1	3	8	102	99	3	2	CCN(CC(=O)Nc1c(F)cccc1F)C(=O)c1ccc(C(F)(F)F)cc1
3	-4	-2	-3	.	99	101	-1	5	Fc1ccc(-c2nnc(CSc3nnc4ccccn34)o2)cc1
5	6	4	3	32	103	105	-10	8	CCn1c(CNC(=O)COc2ccc(C(C)C)cc2)nnc1SCC(=O)Nc1ccccc1F
-2	0	-2	2	1	100	99	0	-23	O=C(CN(C(=O)c1csnn1)c1cccc2ccccc12)NCc1ccc(F)cc1
10	0	11	-1	-1	110	109	8	-2	CNC(=O)CC1C(=O)N(c2ccc(F)cc2)C(=S)N1NC(=O)c1ccc(Br)cc1 (stereo not given)
2	3	21	1	17	108	105	13	-11	CSc1ccc(/C=C(/NC(=O)c2ccc(C)cc2)C(=O)Nc2cccc(F)c2)cc1
